NPSR antag: qHTS Assay for Antagonists of the Neuropeptide S Receptor: cAMP Signal Transduction; AID 1461, 2008; actives 1% (n = 220,000); Potency, µM (doses to about 38.3 µM), for inactives: at the top dose activity change, negative = inhibition, most hits filed as inhibitors; Q6W5P4; CHO-NPSR cells, cAMP TR-FRET, antagonist mode; further: potency means the concentration at half of the fitted maximal effect; on the % scale 0 is the no-effect control and ±100 the full control effect; nearly all actives have a fitted effect of over 50% in size; many of its hits are not listed in these tables
TRb-SRC2 inh: qHTS for Inhibitors of the Interaction of Thyroid Hormone Receptor and Steroid Receptor Coregulator 2. actives 0.065% (n = 280,000). Potency, µM (doses to about 106 µM), for inactives: at the top dose activity change, negative = inhibition, hits mostly inhibitors. TRbeta-SRC2 peptide binding, fluorescence polarization; receptor liganded with 1 µM T3. AID 1469, 2008;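 further: potency means the concentration at half of the fitted maximal effect; plate controls were bound peptide for no effect and peptide without receptor for full effect; nearly all actives have a fitted effect of over 50% in size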
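Decrease in fluorescence polarization of 20 nM Texas Red SRC2 coactivator peptide flagged inhibition of its binding to 0.6 uM TRb LBD; 1 uM T3 included, incubation 5 hr, ex 555/em 632 nm.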
TexasRed fluor: Total Fluorescence Counterscreen for Inhibitors of the Interaction of Thyroid Hormone Receptor and Steroid Receptor Coregulator 2. actives 0.29% (n = 280,000). TRb/SRC2 Texas Red total fluorescence interference. Potency, µM (series often up to 106 µM), for the others: top-dose fluorescence change, negative = quenching; active means well fitted curve in either direction with a large enough effect; inconclusive means small, poorly fitted or top-dose-only effect; further: potency means the concentration at half of the fitted maximal effect; on the % scale 0 is the no-effect control and ±100 the full control effect
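Human TRβ ligand-binding domain (0.6 uM) and Texas Red SRC2 peptide (20 nM) in Tris buffer with 1 uM T3 and 5% DMSO were incubated with pinned compound for 5 hr at ambient temperature. Total fluorescence was computed as S + 2P (555/632 nm).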
Tau fluor cs: Counterscreen qHTS for Inhibitors of Tau Fibril Formation, Fluorescence Polarization | tau K18 P301L (four-repeat tau fragment) Alexa594 fluorescence, heparin fibrillization | Potency, µM (series often up to 57.7 µM), without a hit: at the highest dose activity change, negative = decrease | actives 0.93% (n = 280,000); further: potency means the concentration at half of the fitted maximal effect; on the % scale 0 is the no-effect control and ±100 the full control effect; nearly all actives have a fitted effect of over 55% in size
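Human K18 P301L tau (15 uM unlabeled plus 0.24 uM Alexa 594-labeled, final) in 100 mM sodium acetate pH 7 was mixed with compound and 20 uM heparin and incubated 6 hr at 37 C.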
Tau FP inhib: qHTS for Inhibitors of Tau Fibril Formation, Fluorescence Polarization | Microtubule-associated protein tau (Homo sapiens), P10636 | K18 P301L tau heparin fibrillization, Alexa594 FP, 6 h | Potency, µM (titrated, usually from 57.7 µM), for the others: top-dose activity, negative = inhibition, usual class: inhibitors | actives 0.39% (n = 280,000); further: potency means the concentration at half of the fitted maximal effect; on the % scale 0 is the no-effect control and ±100 the full control effect; nearly all actives have a fitted effect of over 55% in size
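FP of Alexa 594-tau after heparin (20 uM) induction. Substrate: human K18 P301L, 15 uM unlabeled, 0.24 uM labeled. Buffer 100 mM sodium acetate pH 7. 6 hr, 37 C.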
CBFb-RUNX1 inh: qHTS Assay for Compounds Blocking the Interaction Between CBF-beta and RUNX1 for the Treatment of Acute Myeloid Leukemia; AlphaScreen CBFb-His/RUNX1-biotin binding, biochemical; Runt-related transcription factor 1 (Homo sapiens) + Core-binding factor subunit beta …; Potency, µM (highest dose often 59.8 µM), inactives show at the top dose activity, negative = inhibition, usual class: inhibitors; 230,000 tested, under 10 active; further: % of control where 0% means no effect
Target sequence (Q01196 whole entry, looked up): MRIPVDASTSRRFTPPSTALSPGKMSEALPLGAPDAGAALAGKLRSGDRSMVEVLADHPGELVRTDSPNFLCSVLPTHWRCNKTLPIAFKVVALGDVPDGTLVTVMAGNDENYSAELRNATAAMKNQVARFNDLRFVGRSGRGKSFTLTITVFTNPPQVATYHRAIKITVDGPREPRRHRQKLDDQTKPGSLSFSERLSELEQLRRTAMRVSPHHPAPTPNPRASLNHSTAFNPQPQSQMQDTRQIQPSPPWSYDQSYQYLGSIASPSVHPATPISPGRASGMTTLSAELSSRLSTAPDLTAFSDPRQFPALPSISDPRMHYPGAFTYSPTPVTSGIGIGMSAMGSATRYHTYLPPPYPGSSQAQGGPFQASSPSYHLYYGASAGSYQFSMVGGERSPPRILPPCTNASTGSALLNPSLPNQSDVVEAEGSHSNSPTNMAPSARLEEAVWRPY
Target sequence (Q13951 whole entry, looked up): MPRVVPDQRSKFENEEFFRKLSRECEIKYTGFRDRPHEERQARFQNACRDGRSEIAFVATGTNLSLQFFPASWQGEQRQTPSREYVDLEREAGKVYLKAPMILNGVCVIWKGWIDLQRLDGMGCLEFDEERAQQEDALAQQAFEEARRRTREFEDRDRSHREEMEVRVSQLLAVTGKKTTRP
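Room-temperature protein-protein interaction test with 30 nM each of His-tagged CBF-beta and biotinylated RUNX1, 15 min with compound, then 90 min with nickel plus streptavidin beads. Signal read in AlphaScreen mode.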
GLA spleen mod: qHTS Assay for Inhibitors and Activators of Human alpha-Galactosidase From Spleen Homogenate; Alpha-galactosidase A (Homo sapiens), P06280; human spleen homogenate, 4MU-alpha-Gal fluorescence, 40 min; Potency, µM (series often up to 80 µM), for the others: top-dose activity change, negative = inhibition, most hits filed as inhibitors; actives 0.008% (n = 240,000); AID 2107, 2009;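 further: potency means the concentration at half of the fitted maximal effect; 0% = enzyme with vehicle and -100% = no enzyme basal signal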
Target sequence (P06280 32-429 limits assumed): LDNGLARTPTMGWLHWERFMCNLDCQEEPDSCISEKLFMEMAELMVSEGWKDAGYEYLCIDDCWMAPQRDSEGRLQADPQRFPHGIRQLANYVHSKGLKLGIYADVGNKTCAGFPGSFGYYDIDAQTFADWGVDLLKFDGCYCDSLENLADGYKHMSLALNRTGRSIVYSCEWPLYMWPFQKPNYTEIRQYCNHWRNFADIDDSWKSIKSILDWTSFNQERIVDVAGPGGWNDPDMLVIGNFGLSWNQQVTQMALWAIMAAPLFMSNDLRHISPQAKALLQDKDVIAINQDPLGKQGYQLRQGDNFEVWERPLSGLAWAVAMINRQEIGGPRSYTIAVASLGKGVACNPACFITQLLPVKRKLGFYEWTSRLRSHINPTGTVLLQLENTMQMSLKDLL
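Spleen homogenate 1 ug + cpd (titration) + 4-MU-alpha-D-galactopyranoside 1 mM; 37C 40 min; 50 mM citrate/phosphate pH 5.0, 0.01% Tween-20; stop pH 10; fluorescence 365/440; AC50 via Hill.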
Epigenetic reg: Quantitative High-Throughput Screen for Regulators of Epigenetic Control. Potency, µM (highest dose often 53.9 µM), for the others: at the highest dose GFP activation, most hits filed as activators. murine LDR cells, GFP reporter derepression, 30 h. AID 1865, 2009. actives 0.2% (n = 280,000); further: potency means the concentration at half of the fitted maximal effect; % of control where 0% means no effect; nearly all actives have a fitted effect of over 60% in size
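Derepression of a silenced CMV-GFP reporter in murine LDR cells is scored by enumerating GFP-positive cells with a laser-scanning microplate cytometer after 30 hours of treatment at 37 C.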
* marks the source's active call; other numbers are inactive results; u = inconclusive; x = no result given; [ ] = remark or other dose. Unless noted, the call rests on the fitted dose curve; in most records, active means well fitted curve in the direction sought with a large enough effect; inconclusive means small, poorly fitted or top-dose-only effect, or another doubt; inactive means no such curve, though single readings can be large; an effect the other way counts as inactive or inconclusive.

1) Fc1ccc(-c2csc(-c3ccccn3)n2)cc1F
2) CCCNC(=O)c1ccc(Cn2c(=O)c3cccn3c3cccnc32)cc1
3) COc1ccc(Cc2nnc(NS(C)(=O)=O)s2)cc1
4) O=C(Nc1ccccc1)N(O)c1ccc(Cl)cc1
5) Cc1cc(C)c(C#N)c(SCC(=O)OC2CCCCC2)n1
6) C/C(=N/OC(=O)c1ccc(Cl)cc1Cl)c1oc(C)nc1C
assay / compound	1	2	3	4	5	6
NPSR antag	-2%	x	-5%[46.1 µM]	-8%[46.1 µM]	-29%[46.1 µM]	-23%
TRb-SRC2 inh	0%	0%	-2%	1%	5%	0%
TexasRed fluor	-1%	0%	-1%	1%	-7%	-1%
Tau fluor cs	-13%	-8%	-12%	-20%	-20%	0%
Tau FP inhib	-7%	3%	u	u	0%	5%
CBFb-RUNX1 inh	16%	x	5%	3%	22%	1%
GLA spleen mod	-5%	x	1%	2%	-3%	6%
Epigenetic reg	-5.7%	-0.5%	0.1%	-8.9%	-1.1%	0.5%

2 entries from above, bar-delimited.
item | smiles | NPSR antag | TRb-SRC2 inh | TexasRed fluor | Tau fluor cs | Tau FP inhib | CBFb-RUNX1 inh | GLA spleen mod | Epigenetic reg
4 | O=C(Nc1ccccc1)N(O)c1ccc(Cl)cc1 | -8%[46.1 µM] | 1% | 1% | -20% | u | 3% | 2% | -8.9%
5 | Cc1cc(C)c(C#N)c(SCC(=O)OC2CCCCC2)n1 | -29%[46.1 µM] | 5% | -7% | -20% | 0% | 22% | -3% | -1.1%

The listing continues.
7) Cc1cccc2sc(NC(=O)[C@H](C)N3C(=O)C4CC=CCC4C3=O)nc12 (stereo not given in full)
8) C/C(CC(=O)NC1CCCCC1)=N\NC(=O)COc1ccc(C)cc1Br
9) C=CCn1c(CNC(=O)c2ccco2)nnc1SCC(=O)Nc1cccc(F)c1
10) CN1CCC(N(C)C(=O)CCc2nc3ccccc3n2-c2ccccc2)CC1
11) CCCN1CCC(NC(=O)Nc2cc(Cl)ccc2OC)CC1
12) C=CCNC(=O)c1ccccc1CCc1ccccc1
assay / compound	7	8	9	10	11	12
NPSR antag	20%	-17%	4%	2%	9%	-13%
TRb-SRC2 inh	-4%	2%	-4%	-8%	-6%	-1%
TexasRed fluor	-1%	1%	-1%	0%	-4%	-1%
Tau fluor cs	-12%	-2%	6%	8%	2%	-10%
Tau FP inhib	-7%	4%	3%	9%	-6%	u
CBFb-RUNX1 inh	-2%	-14%	2%	-3%	-5%	8%
GLA spleen mod	6%	-2%	-3%	3%	5%	-2%
Epigenetic reg	-0.3%	1.1%	1.1%	1.9%	1.1%	1.7%

13) Cc1noc(C)c1S(=O)(=O)Nc1ccccc1Oc1ccccc1
14) COc1cccc(N(C(=O)CNC(=O)c2ccco2)C(C(=O)NC2CCCC2)c2ccncc2)c1 (stereo not given)
15) O=C(COc1ccccc1)Nc1nc2ccccc2[nH]1
16) COc1ccc(C2c3sc(=O)[nH]c3SCC2C(N)=O)cc1 (stereo not given)
17) O=S(=O)(NCc1ccc(F)cc1)c1ccc2[nH]c3c(c2c1)CCCC3
18) CCc1ccccc1NC(=O)C1=CC(c2ccc3c(c2)OCO3)=NS(=O)(=O)N1C
assay / compound	13	14	15	16	17	18
NPSR antag	21%	-7%[46.1 µM]	-2%[46.1 µM]	7%	x	x
TRb-SRC2 inh	10%	-18%	1%	1%	-1%	2%
TexasRed fluor	-3%	4%	-3%	-7%	3%	1%
Tau fluor cs	-20%	-4%	-12%	1%	13µM*[quencher]	5%
Tau FP inhib	6%	-2%	-4%	-4%	10%	-11%
CBFb-RUNX1 inh	9%	6%	2%	5%	x	x
GLA spleen mod	-7%	-4%	-4%	5%	x	x
Epigenetic reg	1.4%	0.0%	0.9%	0.1%	1.2%	7.1%

19) O=C(c1ccc(Br)s1)N1CCN(c2ncccn2)CC1
20) CCOC(=O)C1CCN(C(=O)Nc2ccc(Cl)cc2)CC1
21) O=C(CN1CCCCCC1)Nc1ccccc1Oc1ccccc1
22) Nc1nonc1-n1nnc(C(=O)N/N=C/C2CC=CCC2)c1CSc1ccccc1 (stereo not given)
23) CCOc1ccc(S(=O)(=O)c2cn(Cc3cc(C)ccc3C)c3ccc(OCC)cc3c2=O)cc1
24) CCOc1ccc(CNS(=O)(=O)c2cc(-c3cc(C)no3)ccc2C)cc1OC
assay / compound	19	20	21	22	23	24
NPSR antag	-18%[46.1 µM]	-4%[46.1 µM]	-42%	4%	x	x
TRb-SRC2 inh	-4%	-14%	4%	1%	-3%	-3%
TexasRed fluor	-1%	-1%	0%	-3%	-2%	-1%
Tau fluor cs	-2%	-3%	-3%	-26%	-5%	-10%
Tau FP inhib	0%	1%	5%	-5%	-6%	-6%
CBFb-RUNX1 inh	3%	7%	20%	5%	x	x
GLA spleen mod	-1%	-1%	-8%	16%	x	x
Epigenetic reg	0.0%	-1.9%	2.0%	0.1%	-0.7%	5.4%

25) CN(C(=O)COc1ccccc1)c1nc(-c2ccc(F)cc2)cs1
26) Cn1c(=O)c(C(=O)CCl)c(N)n(Cc2ccccc2)c1=O
27) Cc1ccc2oc3c(c(=O)c2c1)C(c1ccc(O)cc1)N(CCCN(C)C)C3=O (stereo not given)
28) O=C(NCc1ccccn1)C1CCCCC1
29) Cn1c(Cn2nnc3ccccc32)nnc1SCC(=O)N1c2ccccc2CCc2ccccc21
30) O=C1C2CCCN2C(=O)N1CCCCN1CCN(CCO)CC1 (stereo not given)
assay / compound	25	26	27	28	29	30
NPSR antag	-33%	13%	x	8%	-20%[46.1 µM]	11%
TRb-SRC2 inh	3%	5%	-18%	3%	-6%	3%
TexasRed fluor	-6%	-2%	5.6e-05µM*[quencher]	-1%	-4%	-3%
Tau fluor cs	-6%	-5%	-1%	-7%	-5%	11%
Tau FP inhib	u	-3%	3%	-9%	1%	14%
CBFb-RUNX1 inh	6%	1%[2.36 µM]	x	1%	4%	-11%
GLA spleen mod	5%	4%	x	2%	-9%	0%
Epigenetic reg	1.1%	2.5%	-0.1%	2.8%	-10%	0.0%

31) CN1C(=O)NC(c2ccccc2)C2=C1CN(CCc1ccccc1)C2=O (stereo not given)
32) Cc1cccc(N(CC(=O)NCc2ccccc2)C(=O)Cn2nnc(-c3ccc(C)o3)n2)c1
33) Cc1c(NC(=O)c2cc(-c3ccc(Br)cc3)on2)c(=O)n(-c2ccccc2)n1C
34) COc1c(OC(C)=O)ccc(/C=C/c2ccc3cccc(OCc4ccccc4)c3n2)c1[N+](=O)[O-]
35) CC(C)COC(=O)C(C#N)c1nc2ccccc2nc1N1CCN(Cc2ccccc2)CC1 (stereo not given)
36) O=C(CC(O)(c1ccccc1)C(F)(F)C(F)F)c1cccs1 (stereo not given)
assay / compound	31	32	33	34	35	36
NPSR antag	-8%[46.1 µM]	-2%[46.1 µM]	x	-7%	-22%[46.1 µM]	-19%[46.1 µM]
TRb-SRC2 inh	1%	-1%	-4%	11%	-5%	-16%
TexasRed fluor	5%	-6%	2%	1%	0%	-1%
Tau fluor cs	-9%	-6%	-22%	u	-5%	-9%
Tau FP inhib	-4%	1%	-11%	-1%	4%	-3%
CBFb-RUNX1 inh	4%	3%	x	u	-6%	9%
GLA spleen mod	5%	-4%	x	14%	3%	5%
Epigenetic reg	0.9%	-1.0%	0.0%	-0.9%	0.8%	-0.7%

37) O=C(COC(=O)c1ccc(F)cc1)Nc1cc(S(=O)(=O)N2CCOCC2)ccc1N1CCCC1
38) c1ccc(-c2ncc3ccccn23)cc1
39) COCCn1c(N)c(C(=O)OCc2ccccc2)c2nc3ccccc3nc21
40) CC1(C)OC(=O)C(=NNc2ccc(Cl)cc2)C(=O)O1
41) COc1ccccc1NC(=O)Nc1nn(C)c2cccc(OC)c12
42) Cc1sc2nc(C)n(/N=C/c3ccccc3)c(=O)c2c1C
assay / compound	37	38	39	40	41	42
NPSR antag	-2%	-5%	-16%[46.1 µM]	-11%[46.1 µM]	38%	-12%[46.1 µM]
TRb-SRC2 inh	-1%	4%	-4%	-7%	-1%	9%
TexasRed fluor	-1%	2%	-1%	-5%	-4%	-2%
Tau fluor cs	-1%	-28%	u	-7%	u	8%
Tau FP inhib	-2%	-9%	-1%	-7%	-5%	2%
CBFb-RUNX1 inh	-2%	1%	-6%	3%	13%	2%
GLA spleen mod	-5%	-1%	3%	4%	4%	7%
Epigenetic reg	-1.7%	4.1%	-2.4%	-0.9%	1.1%	0.0%

Quoted at random: 2 records from the list, in no set order.
28) O=C(NCc1ccccn1)C1CCCCC1
9) C=CCn1c(CNC(=O)c2ccco2)nnc1SCC(=O)Nc1cccc(F)c1
assay / compound	28	9
NPSR antag	8%	4%
TRb-SRC2 inh	3%	-4%
TexasRed fluor	-1%	-1%
Tau fluor cs	-7%	6%
Tau FP inhib	-9%	3%
CBFb-RUNX1 inh	1%	2%
GLA spleen mod	2%	-3%
Epigenetic reg	2.8%	1.1%

Following part
43) O=C(Cc1coc2ccc3ccccc3c12)NCc1cccs1
44) COc1cc(CNCc2ccccc2)cc(Cl)c1OC
45) CN(C(=O)COC(=O)c1cc(Br)c(Br)s1)C1CCS(=O)(=O)C1 (stereo not given)
46) O=C(NCC1CCCO1)C1CCCCN1S(=O)(=O)c1ccc(F)cc1 (stereo not given)
assay / compound	43	44	45	46
NPSR antag	-20%[46.1 µM]	1%	6%	-5%[46.1 µM]
TRb-SRC2 inh	7%	-8%	3%	-5%
TexasRed fluor	-4%	-6%	-1%	1%
Tau fluor cs	-3%	2%	8%	4%
Tau FP inhib	0%	3%	6%	1%
CBFb-RUNX1 inh	-6%	4%	0%	8%
GLA spleen mod	-1%	3%	-7%	11%
Epigenetic reg	-0.9%	-0.6%[10.1 µM]	1.0%	1.2%

Bioassay records: PubChem BioAssay, National Center for Advancing Translational Sciences (NCATS)

Only part of the results is shown; the hit share may differ from the screen's.
